Source: PubChem BioAssay
AGP1 TOR yeast: yeast TOR pathway AGP1-GFP modulation. S. cerevisiae AGP1-GFP multiplex flow cytometry, 3 h; GFP as percent of DMSO wells. GFP response vs DMSO, % at 10 µM. hit rate 0.02% among 320,000. AID 2066;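 active means GFP response relative to DMSO above a set limit, near screen average plus 3 SD, cut at about 150% in these data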;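 further: median GFP channel fluorescence of the gated AGP1 strain per well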
RPL19A TOR yeast: alters RPL19A-GFP fluorescence in TOR pathway yeast screen; percent response vs DMSO, % at 10 µM; S. cerevisiae RPL19A-GFP strain, flow cytometry, 3 h; stronger effect = lower value; hit rate 0.3% among 330,000;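 active means percent response vs DMSO below 50%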;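 further: median channel GFP fluorescence of the barcoded RPL19A-GFP strain; ratio of sample median GFP to plate DMSO average so 100% = DMSO; lower means less RPL19A-GFP as with rapamycin TOR inhibition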
Efflux pump inh: inhibitors of Candida antifungal efflux pumps expressed in yeast; S. cerevisiae Candida pump triplex, Nile Red efflux; inhibition, % at 10 µM; hit rate 0.44% among 330,000; AID 485275;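 active means plate passing quality check with inhibition over a set limit, or well fluorescence over plate mean plus 4 SD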;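 further: Nile Red retained in pooled yeast measured as flow cytometry median fluorescence; 0% = buffer negative control and 100% = Enniatin B positive control; higher means more Nile Red kept so more efflux inhibition; some compounds called inactive have numbers as strong as hits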
CIT2-GFP yeast: alters CIT2-GFP fluorescence in TOR pathway yeast screen. S. cerevisiae CIT2-GFP strain, flow cytometry, 3 h; 100 means same as DMSO wells. GFP response vs DMSO, % at 10 µM. hit rate 0.065% among 320,000. AID 2029;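 active means GFP response relative to DMSO above a set limit, near the screen mean plus 3 SD, cut at about 150% in these data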;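 further: ratio of well median GFP fluorescence to mean of DMSO wells on the plate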
MEP2 TOR yeast: yeast TOR pathway MEP2-GFP modulation; S. cerevisiae MEP2-GFP strain, flow cytometry GFP, 3 h; 100% = DMSO control level; GFP response vs DMSO, % at 10 µM; hit rate 0.51% among 330,000; AID 2016;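 active means GFP response versus DMSO above a set limit, roughly screen mean plus 3 SD, cut at about 180% in these data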;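 further: median GFP fluorescence of the barcode-gated MEP2-GFP cells per well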
Yeast superoxide: caloric restriction mimetics inhibiting age-related superoxide in yeast; hit rate 0.18% among 330,000; S. cerevisiae aged cells, superoxide DHE fluorescence; stronger effect = lower value; superoxide response (% of plate mean), % at 10 µM;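 active means superoxide response under a set limit, about three screen SD below normal, cut at about 65% in these data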;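 further: yeast aged for seven days with compound at 30 °C before DHE staining; 100% = average MFI of all compound-treated wells on the plate with controls excluded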
LAP4-GFP MLPCN: yeast TOR pathway LAP4-GFP modulation; S. cerevisiae LAP4-GFP multiplex, flow cytometry GFP, 3 h; median GFP as percent of DMSO wells; GFP response vs DMSO, % at 10 µM; hit rate 0.34% among 320,000; AID 2023;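 active means GFP response vs DMSO above a set limit, about the screen mean plus 3 SD, cut at about 150% in these data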
AHR act: activates the human aryl hydrocarbon receptor | P35869 | AHR-responsive luciferase reporter cells, luminescence | activation, % at 5 µM | hit rate 2.5% among 320,000 | AID 2796; in the data active means activation above about 47%;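 further: 0% = vehicle wells and 100% = reference agonist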
Target sequence (P35869 whole entry, looked up): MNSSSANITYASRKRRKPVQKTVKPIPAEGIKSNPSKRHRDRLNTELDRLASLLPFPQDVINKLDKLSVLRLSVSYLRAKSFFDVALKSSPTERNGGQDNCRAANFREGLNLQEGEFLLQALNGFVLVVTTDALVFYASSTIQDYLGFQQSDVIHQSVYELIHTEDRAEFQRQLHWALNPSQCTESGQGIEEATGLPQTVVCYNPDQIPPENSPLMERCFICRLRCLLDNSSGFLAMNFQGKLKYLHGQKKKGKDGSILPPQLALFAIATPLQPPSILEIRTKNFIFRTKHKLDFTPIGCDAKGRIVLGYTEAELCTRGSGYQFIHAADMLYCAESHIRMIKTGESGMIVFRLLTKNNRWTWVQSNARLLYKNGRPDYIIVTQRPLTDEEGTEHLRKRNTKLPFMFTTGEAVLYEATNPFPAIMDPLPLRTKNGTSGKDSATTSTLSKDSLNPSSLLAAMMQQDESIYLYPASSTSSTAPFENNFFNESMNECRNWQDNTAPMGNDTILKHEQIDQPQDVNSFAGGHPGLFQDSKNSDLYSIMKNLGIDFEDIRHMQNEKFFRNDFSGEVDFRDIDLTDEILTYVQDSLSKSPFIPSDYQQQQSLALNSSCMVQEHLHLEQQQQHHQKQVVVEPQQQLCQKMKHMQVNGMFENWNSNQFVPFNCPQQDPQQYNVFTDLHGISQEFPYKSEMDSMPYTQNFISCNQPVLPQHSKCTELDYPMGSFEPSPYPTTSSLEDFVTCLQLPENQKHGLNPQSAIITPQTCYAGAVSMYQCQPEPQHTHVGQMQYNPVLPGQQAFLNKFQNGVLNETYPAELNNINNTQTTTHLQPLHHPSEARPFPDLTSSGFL
Numbers without * were called inactive; . = no result given.

A first look, four compounds:
SMILES | AGP1 TOR yeast | RPL19A TOR yeast | Efflux pump inh | CIT2-GFP yeast | MEP2 TOR yeast | Yeast superoxide | LAP4-GFP MLPCN | AHR act
COc1ccc(CCC(=O)NCCNC(=O)CCc2ccc(OC)cc2)cc1 | 98.7 | 100.4 | -0.1 | 98.2 | 102.5 | 115.7 | 94.4 | -1.9
COc1cc(Nc2cccc[n+]2C)cc(OC)c1OC | 96.4 | 104.5 | -0.3 | 99.9 | 100.5 | 107.7 | 94.2 | -1.1
C=CCNc1ccc(F)c(F)c1N1CCCCCC1=O | 93.6 | 93.7 | 0.0 | 85.8 | 95.9 | 99.0 | 97.8 | 2.6
Clc1ccc(C2=NCCn3nc4ccccc4c32)cc1 | 97.2 | 98.9 | 0.0 | 98.6 | 107.7 | 94.0 | 102.6 | 79.2*

Results (from the top)
SMILES | AGP1 TOR yeast | RPL19A TOR yeast | Efflux pump inh | CIT2-GFP yeast | MEP2 TOR yeast | Yeast superoxide | LAP4-GFP MLPCN | AHR act
COc1ccc(CCC(=O)NCCNC(=O)CCc2ccc(OC)cc2)cc1 | 98.7 | 100.4 | -0.1 | 98.2 | 102.5 | 115.7 | 94.4 | -1.9
COc1cc(Nc2cccc[n+]2C)cc(OC)c1OC | 96.4 | 104.5 | -0.3 | 99.9 | 100.5 | 107.7 | 94.2 | -1.1
C=CCNc1ccc(F)c(F)c1N1CCCCCC1=O | 93.6 | 93.7 | 0.0 | 85.8 | 95.9 | 99.0 | 97.8 | 2.6
Clc1ccc(C2=NCCn3nc4ccccc4c32)cc1 | 97.2 | 98.9 | 0.0 | 98.6 | 107.7 | 94.0 | 102.6 | 79.2*
COc1cc(S(=O)(=O)Nc2ccccc2C)ccc1NC(=O)c1ccncc1 | 101.8 | 98.8 | 0.0 | 100.8 | 108.9 | 100.0 | 106.4 | 0.4
CSc1nnc(C)c(/C=C/Nc2ccc(F)cc2)n1 | 82.7 | 96.8 | 0.0 | 108.9 | 99.8 | 100.8 | 95.6 | 37.3
CC(Sc1nc2cc(Cl)ccc2s1)C(=O)Nc1cccc(S(=O)(=O)N2CCOCC2)c1 (configuration not stated) | 83.8 | 98.4 | -0.2 | 86.0 | 95.7 | 95.4 | 78.3 | 1.2
O=C1C(Cc2ccccc2)Nc2ncnc(N3CCOCC3)c2N1Cc1ccccc1 (configuration not stated) | 108.5 | 104.5 | -0.4 | 106.3 | 107.3 | 95.6 | 108.8 | 0.3
CC(C)(C)c1ccc(S(=O)(=O)NCC2CCCO2)cc1 (configuration not stated) | 97.6 | 107.3 | -0.1 | 102.4 | 106.5 | 106.6 | 100.1 | 0.3
COc1ccc(S(=O)(=O)N(C)CC(=O)Nc2ccccc2OC)cc1C | 96.9 | 104.7 | -0.1 | 95.7 | 103.1 | 100.2 | 106.0 | -0.3
CCc1nc(SCc2cccnc2)c(C#N)cc1C | 93.6 | 100.6 | 0.1 | 98.3 | 101.1 | 109.5 | 111.6 | 20.5
CCOC(=O)N1CCN(C(=O)c2cc(S(=O)(=O)N3CCc4ccccc43)ccc2OC)CC1 | 103.5 | 100.4 | 0.1 | 103.4 | 104.7 | 97.4 | 103.4 | 6.2
COC(=O)N/N=C(\C)c1ccccc1Br | 104.0 | 100.2 | -0.1 | 108.1 | 106.7 | 90.5 | 101.0 | 3.4
N#Cc1cccc(S(=O)(=O)NCC(=O)NCCCc2ccccc2)c1 | 102.3 | 101.0 | -0.1 | 100.4 | 107.0 | 91.7 | 101.2 | 2.1
COc1ccc(/C=C(/NC(=O)c2ccccc2)C(=O)Nc2cccc(C(=O)O)c2)cc1 | 102.2 | 106.0 | 4.4 | 110.2 | 102.5 | 102.9 | 84.9 | -5.0
O=C(c1sc2cc(Cl)ccc2c1Cl)N1CCN(CCc2ccccn2)CC1 | 99.4 | 102.5 | 0.3 | 99.1 | 99.2 | 73.2 | 90.0 | 2.6
NC(=O)c1c(NC(=O)CSc2nc3c(c(C(F)(F)F)n2)CCc2ccccc2-3)sc2c1CCCC2 | 104.7 | 101.0 | -0.3 | 107.8 | 99.6 | 77.5 | 100.5 | 0.2
CC(=O)Nc1ccc(OCC(O)CN2CCN(c3ccccc3Cl)CC2)cc1 (configuration not stated) | 106.8 | 101.5 | 0.0 | 109.9 | 106.1 | 95.2 | 105.6 | -4.7
Cc1ccc(/C=C/C(=O)Nc2cccnc2)o1 | 104.5 | 107.4 | -0.3 | 104.8 | 104.1 | 110.0 | 99.7 | 9.7
CCCn1nc(C(=O)NCC2COc3ccccc3O2)c2ccccc2c1=O (configuration not stated) | 98.2 | 100.7 | -0.2 | 92.7 | 104.9 | 122.0 | 102.1 | 5.3
CCc1cc2c(=O)n(N)c(CCC(=O)O)nc2s1 | 95.6 | 95.3 | 0.1 | 94.9 | 95.1 | 102.5 | 93.1 | 1.2
COc1ccccc1CN(C)C(=O)c1cnc(C)cn1 | 94.9 | 95.7 | 0.2 | 92.7 | 92.6 | 116.9 | 89.9 | -0.4
CCOC(=O)N1CCC(NC(=O)CSCc2cnn(-c3ccccc3)c2-n2cccc2)CC1 | . | 91.5 | 0.6 | 89.6 | 94.0 | 94.7 | 99.7 | 0.0
CC1(NC(=O)C2CCN(C(=O)Nc3ccccc3)CC2)CCS(=O)(=O)C1 (configuration not stated) | 100.2 | 95.1 | 0.0 | 95.2 | 90.3 | 109.0 | 94.0 | -2.4
CCCC(=O)Nc1ccc2c(c1)Cc1ccccc1-2 | 97.3 | 99.2 | 0.0 | 92.4 | 97.2 | 95.0 | 98.7 | -2.5
CCC(CC)c1nnc(NC(=O)c2cc(C(=O)OC)cc([N+](=O)[O-])c2)s1 | 102.9 | 102.0 | 0.8 | 89.7 | 107.8 | 99.6 | 101.6 | 13.0
CCCCNC(=O)c1c(CSc2ccc(Cl)cc2)noc1C(=O)NCc1ccccc1 | 79.8 | 92.4 | 0.0 | 66.6 | 94.2 | 100.9 | 128.0 | 5.1
O=C(NCc1nnnn1-c1ccc(F)cc1)C1CC(=O)N(c2ccc(F)cc2)C1 (configuration not stated) | 97.2 | 90.5 | 0.3 | 78.9 | 93.3 | 110.0 | 90.5 | 0.4
CCCN1C(=O)c2cc(C(=O)NC3CCCC3)ccc2C1O (configuration not stated) | 102.2 | 99.1 | 0.1 | 86.1 | 108.9 | 103.4 | 96.2 | 3.5
COc1ccc(CNC2CCCc3ccccc32)cc1OC (configuration not stated) | 102.0 | 93.9 | 0.4 | 108.2 | 125.6 | 96.3 | 106.7 | 0.7
COc1cc(C2NC(=S)NC(O)(C(F)(F)F)C2C(=O)c2cccs2)cc(OC)c1O (configuration not stated) | 110.5 | 100.5 | 0.1 | 106.7 | 106.7 | 65.6 | 100.8 | -2.8
NC(=O)c1cc[n+](CC(=O)NC(=O)Nc2ccccc2)cc1 | 105.6 | 99.4 | -0.2 | 107.0 | 99.8 | 101.4 | 98.9 | 1.6
CCCc1cc(=O)[nH]c(SCc2cc(=O)oc3cc(C)c(C(C)C)cc23)n1 | 96.7 | 100.4 | 0.7 | 103.0 | 106.1 | 105.0 | 88.8 | 14.9
Cc1ccnc(NC(=O)C2CCN(S(=O)(=O)c3ccc4c(c3)CC(C)N4C(=O)C3CCC3)CC2)c1 (configuration not stated) | 103.6 | 101.0 | 0.0 | 100.2 | 104.6 | 104.6 | 101.8 | -5.0
CC(C)N1CCN(CC#Cc2ccccc2)CC1CCO (configuration not stated) | 101.5 | 102.3 | -0.1 | 103.3 | 103.9 | 103.5 | 96.9 | 21.5
Cc1ccc(NC(=O)CCc2c(C)nn(-c3ccc(N4CCCCC4)nn3)c2C)cc1F | 110.3 | 106.7 | -0.2 | 108.5 | 109.7 | 81.7 | 96.1 | 7.0
O=C(NCc1ccco1)c1sc2cc(Cl)ccc2c1Cl | 99.7 | 100.7 | -0.1 | 99.3 | 100.0 | 106.0 | 117.5 | -5.8
Cc1ccc(NS(=O)(=O)c2ccc3c(c2)CCC(=O)N3)cc1C | 84.4 | 92.0 | -0.1 | 87.9 | 97.0 | 102.8 | 96.9 | 4.4
CCCOc1ccc(/C(O)=C2/C(=O)C(=O)N(CCCn3ccnc3)C2c2ccc(C)o2)cc1 (configuration not stated) | 108.2 | 106.0 | 0.0 | 98.6 | 99.7 | 84.8 | 118.4 | 0.1
COn1c(-c2ccccc2)nc2c1CCc1nonc1-2 | 95.2 | 98.5 | 0.0 | 93.8 | 99.6 | 95.2 | 112.8 | -2.4
O=C(O)c1cc(-c2ccccn2)n[nH]1 | 105.5 | 101.6 | 0.0 | 103.3 | 106.6 | 112.8 | 103.1 | -4.1
CCOC(=O)c1[nH]cnc1C(=O)Nc1cccc(OC)c1 | 97.5 | 97.8 | 0.2 | 97.5 | 117.9 | 109.3 | 103.0 | 2.5
CN(C)S(=O)(=O)c1cccc(NC(=O)COC(=O)c2cc(=O)[nH]c(=O)[nH]2)c1 | 96.3 | 95.0 | -0.1 | 98.1 | 100.7 | 91.1 | 89.0 | 2.1
Cc1c([N+](=O)[O-])c([N+](=O)[O-])nn1CC(=O)N1CCOCC1 | 97.1 | 100.9 | -0.1 | 81.3 | 107.1 | 166.3 | 97.6 | 1.4
CCOC(=O)c1[nH]c2cc3c(cc2c1NC(=O)CN1CCC2(CC1)OCCO2)OCO3 | 99.8 | 101.0 | -0.2 | 92.6 | 97.3 | 89.2 | 101.5 | 62.0*
O=C1CCN(S(=O)(=O)c2ccccc2)CCN1CCOCc1ccc(C(F)(F)F)cc1 | 89.8 | 100.4 | -0.1 | 103.0 | 96.7 | 93.1 | 125.7 | 0.4
O=C(/C=C/c1ccc(S(=O)(=O)N2CCOCC2)cc1)N1CCN(c2ccccc2)CC1 | 90.1 | 94.2 | 0.0 | 83.3 | 86.9 | 105.4 | 81.5 | -1.0
Cc1ccccc1N1CCN(C2CCCN(C(=O)c3cnsn3)C2)CC1 (configuration not stated) | 101.5 | 101.3 | 0.0 | 96.9 | 93.3 | 83.7 | 96.3 | -0.5
Cc1sc2ncnc(SCC(=O)c3cccs3)c2c1C | 95.9 | 97.2 | -0.2 | 91.3 | 97.0 | 103.0 | 108.4 | 25.9
CCN(CC)C(=O)CSc1nnc2nnc3cc(C)ccc3n12 | 104.2 | 95.6 | 0.0 | 96.1 | 94.3 | 70.0 | 101.7 | 24.2
CN(Cc1cnccn1)Cc1nc(Cc2ccccc2Cl)no1 | 89.9 | 88.8 | 0.1 | 92.3 | 86.3 | 95.8 | 87.2 | 8.9
O=[N+]([O-])c1cc(/C=N/N2CCN(c3ccccc3)CC2)ccc1Cl | 101.2 | 98.6 | 0.1 | 101.4 | 104.0 | 115.1 | 97.7 | -2.5
Cc1oc2c(C)c(O)ccc2c(=O)c1-c1cnn(-c2ccccc2)c1 | 99.7 | 99.0 | 0.1 | 96.4 | 100.5 | 112.3 | 113.9 | 8.3
CN1/C(=C\C(=O)COC(=O)c2ccccc2O)C(C)(C)c2ccccc21 | 100.9 | 95.2 | -0.2 | 101.6 | 98.3 | 115.7 | 111.0 | 0.2
COCCCNC(=O)Cn1cc(C(C)=O)c2ccccc21 | 103.6 | 103.7 | 0.1 | 105.8 | 105.1 | 82.0 | 94.4 | 1.2
CC(C)(C)c1cc(NC(=O)COC(=O)c2ccc(O)cc2O)n(-c2ccccc2)n1 | 118.3 | 109.2 | 0.0 | 116.4 | 107.4 | 96.8 | 108.0 | -1.3
COc1ccc(OCCNc2cc(N3CCCCC3)ccc2[N+](=O)[O-])cc1 | 99.4 | 97.1 | 0.1 | 84.1 | 92.6 | 96.6 | 93.5 | 6.7
CCc1ccc(NC(=O)c2n[nH]c(=O)c3ccccc23)cc1 | 98.1 | 94.7 | 0.2 | 93.6 | 103.9 | 103.9 | 95.2 | 24.4
